Screens deposited in PubChem by several laboratories.
MsrA act – activators of bovine methionine sulfoxide reductase A. purified bovine MsrA, absorbance read-out. activation, % at 10.6 µM. hit rate 0.3% among 360,000. AID 602163; in the data active = activation above about 7.5%;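 note: 0% = vehicle and 100% = reference activator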
CendR NRP1 mod – modulators of CendR peptide binding to human neuropilin-1 | FAM-RPARPAR peptide binding to NRP-1, fluorescence polarization | hit rate 0.85% among 360,000 | inhibition, % at 25 µM | O14786;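 active = inhibition or corrected inhibition above about 18%, plus a signal ratio from 0.5 to 1.5, limit read from the data, passing the limit was not always enough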; note: strong numbers were not always called active
SKN-1 block – C. elegans SKN-1 inhibition; inhibition, % at 21.8 µM; hit rate 0.49% among 360,000; C. elegans VP596 Pgst-4::GFP/RFP ratio, acrylamide-induced, 24 h;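 active = interference check ratio from 0.5 to 1.5 plus GFP to RFP signal ratio inhibition reaching or exceeding a fixed threshold, cut at about 30% in these data, passing the limit was not always enough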; note: some compounds called inactive have numbers as strong as hits
FAS TE block – inhibitors of human fatty acid synthase thioesterase domain. hit rate 0.67% among 360,000. recombinant FAS-TE, OMFH fluorogenic substrate, fluorescence endpoint. inhibition, % at 15 µM. P49327;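 active = compounds whose normalised, plate-corrected inhibition of enzyme fluorescence in the single-dose primary screen is 50% or more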;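 note: 0% = DMSO with enzyme and 100% = substrate without enzyme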
MT1-MMP act inh – MT1-MMP (human) activation inhibition; GFP/RFP ratio change, % at 20 µM; hit rate 0.061% among 360,000; HT1080 RFP-PRO-GFP cells, GFP/RFP ratio fluorescence, overnight; percent of plate control window, DMSO zero; AID 651647; P50281;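 active = GFP/RFP ratio change of at least 30% with cell ATP level not reduced by more than half and red fluorescence within 50% of control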; note: strong numbers were not always called active
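Assay system: HT1080 RFP-PRO-GFP cells | Dosing: 20 µM single dose, 1% DMSO | Incubation: Cells overnight before dosing, compound overnight, 37 °C, 5% CO2 | Evaluation: GFP/RFP fluorescence ratio | Control set: DMSO-only wells and HT1080 RFP-L50D-GFP cell wells as references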
Rin1 Abl inh – human Rin1-Abl interaction inhibition; AID 588664; inhibition, % at 7.35 µM; TR-FRET Rin1/Abl binding, biochemical; hit rate 0.4% among 360,000; P00519+Q13671; in the data active = inhibition above about 5%, passing the limit was not always enough
E coli Lon inh – E. coli protease La inhibition; purified E. coli Lon protease, fluorescence polarization; inhibition, % at 7.94 µM; hit rate 0.42% among 360,000; AID 602123; in the data active = inhibition above about 13%, passing the limit was not always enough;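 note: 0% = enzyme with probe and DMSO and 100% = no enzyme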
Target sequence (P0A9M0 whole entry, looked up): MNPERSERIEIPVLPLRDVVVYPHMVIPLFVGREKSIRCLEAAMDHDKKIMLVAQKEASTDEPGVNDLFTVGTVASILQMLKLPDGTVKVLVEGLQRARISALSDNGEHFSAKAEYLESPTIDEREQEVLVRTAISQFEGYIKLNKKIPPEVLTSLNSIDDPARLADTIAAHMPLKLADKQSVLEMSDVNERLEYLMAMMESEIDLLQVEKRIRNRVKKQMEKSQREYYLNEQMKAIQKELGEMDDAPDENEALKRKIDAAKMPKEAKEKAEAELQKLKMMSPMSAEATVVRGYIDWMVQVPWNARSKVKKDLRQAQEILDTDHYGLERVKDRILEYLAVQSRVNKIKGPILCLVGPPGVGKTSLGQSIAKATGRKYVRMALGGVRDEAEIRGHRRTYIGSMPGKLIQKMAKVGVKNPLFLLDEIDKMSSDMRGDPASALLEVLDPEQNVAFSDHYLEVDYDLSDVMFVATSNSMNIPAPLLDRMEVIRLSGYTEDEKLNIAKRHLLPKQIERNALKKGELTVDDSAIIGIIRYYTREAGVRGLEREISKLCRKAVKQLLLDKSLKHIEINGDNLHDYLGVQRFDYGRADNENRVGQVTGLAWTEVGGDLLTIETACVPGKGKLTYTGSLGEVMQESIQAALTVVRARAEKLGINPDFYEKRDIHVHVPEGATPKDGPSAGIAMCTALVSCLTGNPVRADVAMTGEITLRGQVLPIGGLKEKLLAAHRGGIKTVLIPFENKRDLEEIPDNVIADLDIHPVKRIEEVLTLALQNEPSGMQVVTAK
MsrA inhibitor – inhibitors of bovine MsrA; purified bovine MsrA, absorbance read-out; inhibition, % at 15.5 µM; hit rate 0.75% among 360,000; AID 651718; in the data active = inhibition above about 4.5%;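 note: 0% = vehicle wells with enzyme and 100% = reference inhibitor wells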
Neddylation inh – inhibitors of human cullin neddylation; TR-FRET cullin neddylation, biochemical; calls only at 25 µM; hit rate 0.58% among 360,000; in the data active = inhibition above about 36%
Numbers without * were called inactive; i = inactive; · = no result given; + = active, no number.

Sample of the layout, 17 compounds:
SMILES	MsrA act	CendR NRP1 mod	SKN-1 block	FAS TE block	MT1-MMP act inh	Rin1 Abl inh	E coli Lon inh	MsrA inhibitor	Neddylation inh
Cc1ccc(N2C(=O)N3[C@H]4c5ccccc5OC[C@@H]4[C@@H](c4ccccc4)[C@@]3(C)C2=O)cc1	1	0	2	55*	-3	3	-12	·	i
O=c1n(-c2ccccc2)c(=O)n2n1CCCC2	-2	1	2	-10	2	-4	2	-0.7	i
O=C(CSc1ccc(Cl)cc1)Nc1ccc(N2CCN(c3ccccc3)CC2)c(F)c1	-4	-4	4	-10	2	-1	1	1.4	i
COc1ccc(C2Nc3ccccc3C(=O)N2C2CCCCC2)cc1 (configuration not stated)	-2	-9	-1	5	-4	2	-2	0.1	·
Cc1ccc(N2C(=O)C3NN=C(C(=O)OCc4ccccc4)C3C2=O)c(C)c1 (configuration not stated)	-4	5	-8	2	1	0	-13	0.2	i
COC(=O)c1ccccc1S(=O)(=O)N1CCC(C(=O)NCc2ccco2)CC1	-7	4	-4	-7	1	-3	-2	1.3	i
COc1ccc(S(=O)(=O)NCCC(=O)OCC(=O)c2ccc[nH]2)cc1[N+](=O)[O-]	-3	-1	-2	-2	-1	1	-3	-0.1	i
C[C@@H]1CN([C@H](C)CO)C(=O)c2cc(Br)cnc2O[C@H]1CN(C)Cc1cccnc1	1	-5	-4	-5	1	-3	0	-0.8	i
CCCOc1c(Cl)cc(C(=O)NC)cc1OC	-8	0	-2	-4	-3	-1	7	-0.7	i
Cc1ccc(-n2nc3ccc(NC(=S)NC(=O)/C=C/c4ccco4)cc3n2)cc1	-2	-16	22	-1	-1	-65	-2	0.2	i
Cc1nnc(NC(=O)CSc2nnc(Cc3cccn3C)n2C)s1	-11	-4	-11	-2	1	0	-3	0.6	i
COc1ccc(-n2c(-c3ccc(Cl)cc3)c[n+]3c2CCCCC3)cc1	-2	6	-22	-4	2	0	10	0.6	i
CCn1c(SCc2cc(=O)[nH]c3ccccc23)nnc1C1CC1	-5	4	3	-7	-3	-6	-3	0.9	i
CS(=O)(=O)Nc1ccccc1C(=O)NCC1(N2CCCCC2)CCCCC1	1	10	0	-4	-3	-1	0	-0.6	·
COc1cccc(CN2CCN(C(=O)c3cc(-c4ccncc4)nc4ccc(C)cc34)CC2)c1	-2	-9	20	-1	-8	0	3	0.1	i
COc1ccc(CCCC(=O)NCCc2ccccc2)cc1	-2	2	0	0	-2	1	4	-0.2	i
CN(CC(=O)Nc1ccc(F)c(F)c1F)C(=O)c1ccc(=O)[nH]c1	-3	10	-7	-3	-4	0	4	-0.9	i

The listing (from the top)
SMILES	MsrA act	CendR NRP1 mod	SKN-1 block	FAS TE block	MT1-MMP act inh	Rin1 Abl inh	E coli Lon inh	MsrA inhibitor	Neddylation inh
Cc1ccc(N2C(=O)N3[C@H]4c5ccccc5OC[C@@H]4[C@@H](c4ccccc4)[C@@]3(C)C2=O)cc1	1	0	2	55*	-3	3	-12	·	i
O=c1n(-c2ccccc2)c(=O)n2n1CCCC2	-2	1	2	-10	2	-4	2	-0.7	i
O=C(CSc1ccc(Cl)cc1)Nc1ccc(N2CCN(c3ccccc3)CC2)c(F)c1	-4	-4	4	-10	2	-1	1	1.4	i
COc1ccc(C2Nc3ccccc3C(=O)N2C2CCCCC2)cc1 (configuration not stated)	-2	-9	-1	5	-4	2	-2	0.1	·
Cc1ccc(N2C(=O)C3NN=C(C(=O)OCc4ccccc4)C3C2=O)c(C)c1 (configuration not stated)	-4	5	-8	2	1	0	-13	0.2	i
COC(=O)c1ccccc1S(=O)(=O)N1CCC(C(=O)NCc2ccco2)CC1	-7	4	-4	-7	1	-3	-2	1.3	i
COc1ccc(S(=O)(=O)NCCC(=O)OCC(=O)c2ccc[nH]2)cc1[N+](=O)[O-]	-3	-1	-2	-2	-1	1	-3	-0.1	i
C[C@@H]1CN([C@H](C)CO)C(=O)c2cc(Br)cnc2O[C@H]1CN(C)Cc1cccnc1	1	-5	-4	-5	1	-3	0	-0.8	i
CCCOc1c(Cl)cc(C(=O)NC)cc1OC	-8	0	-2	-4	-3	-1	7	-0.7	i
Cc1ccc(-n2nc3ccc(NC(=S)NC(=O)/C=C/c4ccco4)cc3n2)cc1	-2	-16	22	-1	-1	-65	-2	0.2	i
Cc1nnc(NC(=O)CSc2nnc(Cc3cccn3C)n2C)s1	-11	-4	-11	-2	1	0	-3	0.6	i
COc1ccc(-n2c(-c3ccc(Cl)cc3)c[n+]3c2CCCCC3)cc1	-2	6	-22	-4	2	0	10	0.6	i
CCn1c(SCc2cc(=O)[nH]c3ccccc23)nnc1C1CC1	-5	4	3	-7	-3	-6	-3	0.9	i
CS(=O)(=O)Nc1ccccc1C(=O)NCC1(N2CCCCC2)CCCCC1	1	10	0	-4	-3	-1	0	-0.6	·
COc1cccc(CN2CCN(C(=O)c3cc(-c4ccncc4)nc4ccc(C)cc34)CC2)c1	-2	-9	20	-1	-8	0	3	0.1	i
COc1ccc(CCCC(=O)NCCc2ccccc2)cc1	-2	2	0	0	-2	1	4	-0.2	i
CN(CC(=O)Nc1ccc(F)c(F)c1F)C(=O)c1ccc(=O)[nH]c1	-3	10	-7	-3	-4	0	4	-0.9	i
NC(=O)c1ccccc1NC(=O)CCc1ccccc1	-3	4	-18	-6	3	-2	0	·	i
O=C(N/C=C/n1cnc2cc(C(F)(F)F)ccc21)c1ccccc1	-2	-6	8	-2	3	-6	-6	2.0	i
CC(=O)Oc1ccc(C2(C)CC(C)(C)NC(=S)N2C)c(OC(C)=O)c1 (configuration not stated)	-3	1	-5	-4	-2	0	9	-0.1	i
C=CCNC(=O)c1ccc(CNS(=O)(=O)c2ccc(NC(C)=O)cc2)cc1	-2	12	3	-8	0	-3	-1	0.0	i
CCC(=O)N1CCN(c2ccccc2NC(=O)c2cccs2)CC1	-8	5	-1	-6	-3	1	-5	0.7	i
COc1cccc(C(=O)CSc2nnc(CNS(=O)(=O)c3ccc(C)cc3)n2C)c1	-2	15	3	-9	3	-1	-6	0.3	i
c1cncc(CNc2c3c(nc4nnnn24)CCCC3)c1	4	5	14	-3	1	-2	-3	0.1	i
CCCC1CCC(C(=O)Nn2c(C)nc3ccccc3c2=O)CC1 (configuration not stated)	-1	-5	20	10	2	-5	6	1.2	i
O=C(CSc1nnc2sc3ccccc3n12)N1CCN(c2ccccc2)CC1	-6	-3	16	0	2	3	-9	·	i
CCOC(=O)c1c(S(=O)(=O)N2CCN(C3CCCCC3)CC2)c(C)n(C)c1C	-10	-5	-17	0	3	2	3	1.5	i
Cc1ccc(-c2nc3c(Cl)cc(C(F)(F)F)cn3c2Cc2ccccc2)cc1	-1	-13	13	9	2	2	1	-0.2	i
CCN(CC)C(=O)C1=C(C)N(Cc2ccc(C(C)(C)C)cc2)C(=O)C(CC(=O)NC2CC2)C1 (configuration not stated)	-4	-3	-13	-5	4	1	-2	0.5	i
O=C1c2cccc3cccc(c23)C(=O)N1CC1CCN(S(=O)(=O)c2ccc(F)cc2)CC1	-1	1	8	49	0	3	-10	0.4	·
CCC(=O)c1ccc(OCC(=O)N2CCN(S(=O)(=O)c3ccc(Cl)s3)CC2)cc1	-1	0	-2	6	-4	-1	-2	0.7	i
O=C(O)C1CCN(S(=O)(=O)Cc2ccccc2)CC1	-1	1	-3	-7	-4	2	-8	-0.3	i
COC(=O)c1cc2c(s1)-c1cc(F)ccc1OC2	-10	-10	-3	12	10	2	16*	0.2	·
Cc1cc(C)cc(N(C(=O)Cn2nnc(-c3ccccc3)n2)C(C(=O)NC2CCCCC2)c2ccccn2)c1 (configuration not stated)	-4	-12	9	-12	-1	-2	-2	-0.8	i
CCCCn1c(=NC(C)=O)c(C#N)cc2c(=O)n3cccc(C)c3nc21	-7	-14	12	50*	-2	-4	-4	0.2	·
NC(=O)c1ccccc1OCC(=O)N1CCc2ccccc2C1	-1	3	-7	0	0	0	-7	0.0	i
O=C(c1cc(-c2ccccc2)nc2ccccc12)N1CCCc2ccccc21	-3	-5	5	35	-5	-2	0	2.1	i
CC(C)OC(=O)CC1C(=O)NCCN1C(=S)NC(=O)c1ccc(F)cc1 (configuration not stated)	-5	-8	8	-14	-4	5	0	2.0	i
Nc1ncnc2c1ccn2[C@H]1CN(Cc2ccc(Cl)cc2)C[C@@H](CO)O1	-6	-10	13	-5	-8	5	6	-0.6	i
Cn1c(=NC(=O)CSCC(=O)N2CCCCC2)sc2ccccc21	-3	5	15	1	-1	0	-9	1.0	i
CC(=O)c1ccc(OCCNS(=O)(=O)c2ccc(-n3cnnn3)c(C)c2)cc1	-8	-11	-14	-8	4	-7	-3	-1.1	i
Cc1noc(C)c1C(=O)Nc1ccc(S(=O)(=O)N2CCC(C)CC2)cc1	-6	-2	-2	-2	1	2	11	0.1	i
CC1CCN(CC(=O)n2c3c(c4ccccc42)CCCC3)CC1	-4	2	8	8	2	1	1	-0.4	i
CC1=NN(C(=O)c2ccccc2C)C(O)(c2ccc(Cl)cc2)C1 (configuration not stated)	1	0	18	-4	3	0	-7	0.2	i
Oc1cccc(/C=C/c2ccc3cccc(O)c3n2)c1	-1	8	46*	7	3	3	0	1.6	i
CC(=O)Nc1ccc(S(=O)(=O)Nc2nccc(/C=C/c3ccccc3F)n2)cc1	-2	-6	0	-4	0	-2	-2	0.3	i
O=C(NCCN1CCCCC1)Nc1ccc([N+](=O)[O-])cc1	-6	0	10	-1	-1	1	7	3.1	i
O=C(O)CC(CC(=O)O)c1ccsc1	-2	0	11	-11	-2	0	5	-0.9	i
CC(=O)NC(CCC(=O)O)C(=O)O (configuration not stated)	-1	-10	-11	-2	1	1	-7	2.6	i
O=C(COC(=O)c1ccc(Cl)nc1)NCCc1ccc(F)cc1	-9	-8	-3	-3	3	-3	-6	-0.8	i

Next results:
SMILES	MsrA act	CendR NRP1 mod	SKN-1 block	FAS TE block	MT1-MMP act inh	Rin1 Abl inh	E coli Lon inh	MsrA inhibitor	Neddylation inh
CCCCN(C)S(=O)(=O)c1cc2c(cc1Br)CCN2C(=O)C1CC1	-1	-2	-3	28	2	-1	-2	0.8	i
O=C(Nc1ccc2c(c1)CCC2)c1cccs1	-4	3	14	2	1	-2	1	2.1	i
CCN(CC)S(=O)(=O)c1ccc2oc(SCC3CN=C(c4ccc(OC)cc4)S3)nc2c1 (configuration not stated)	-1	0	-2	16	-6	4	-3	0.3	i
COc1ccc(-c2coc3c(C(=O)N4CCN(C)CC4)cccc23)c(C)c1	0	-12	14	0	-5	1	-12	-0.6	i
Cc1cc(C)c(C)c(S(=O)(=O)N2CCN(c3ccccn3)CC2)c1C	-3	9	-4	22	-4	-1	0	1.2	i
O=C(COC(=O)CCNS(=O)(=O)c1ccc(Cl)cc1)NCc1ccco1	-2	19*	5	-4	-5	-3	-3	0.6	i
CCCCCCCCCC[n+]1cccc2c3ccccc3ccc21	4	4	-4	-4	-15	-1	-3	0.1	+
CCc1noc(C)c1C(=O)OCC(=O)Nc1cccc(C)c1	-2	2	12	0	4	4	-3	-0.2	i
COC(=O)c1ccc(NC(=O)CSc2nc(=O)cc(N)n2-c2ccccc2)cc1	-2	6	2	-6	-3	3	-1	0.2	i
Cc1cc(OCCN2CCCCCC2)ccc1[N+](=O)[O-]	-5	-11	4	-2	4	1	-1	1.4	i
COc1ccc(C(=O)Nc2ccccc2C(=O)N/N=C/c2cccc3ccccc23)cc1	-5	3	-10	26	-1	-3	-4	1.5	i
CCN(CC)Cc1ccc(OC)c(Cl)c1	-3	10	-11	-7	1	1	-12	0.4	i
COc1cc2sc(C)nc2c2ccccc12	-1	-4	18	0	-1	0	1	1.2	i

This is a random part of the collection, and some 4.2% of all compounds hit somewhere here.
